SRC1 TRFRET art: flags TR-FRET format artefacts in PPARgamma SRC-1 recruitment agonist screen | AID 1051 | hit rate 0.34% among 99,000 | TR-FRET ratio at 8 µM | TR-FRET detection artefact counter-screen, emission ratio; stronger effect = higher value; in the data active = TR-FRET ratio above about 2300; also: inactives centre near 1800; reference of the scale not given here
SRC3 TRFRET art: TR-FRET artefact, counter-screen to PPARgamma/SRC-3 agonist assay; AID 1048; TR-FRET ratio at 8 µM; hit rate 0.39% among 99,000; PPARgamma/SRC-3 format; stronger effect = higher value; in the data active = TR-FRET ratio above about 2000; also: inactives centre near 1600; reference of the scale not given here
The depositor's hits bear a star. This is a subset. The share of hits here may be higher or lower than overall.

`Cc1nc(Cl)c2c(n1)N(CC(N)=O)C(=O)CO2` gave SRC1 TRFRET art 1619 and SRC3 TRFRET art 1505.
Screening CCCCN(C)C(=O)c1nc2ccccn2c1CN1CCC[C@H]1C(=O)OC returned SRC1 TRFRET art 1759 and SRC3 TRFRET art 1703.
O=C(NC12CC3CC(CC(C3)C1)C2)N1CCC(n2nnc3ccccc32)CC1 was read as SRC1 TRFRET art 1872 and SRC3 TRFRET art 1525.
For CN(C)S(=O)(=O)c1cccc(C(=O)Nc2ccccc2[N+](=O)[O-])c1 the results were SRC1 TRFRET art 1713 and SRC3 TRFRET art 1650.
`COC(=O)CSc1nnc(NC(=O)/C=C\c2ccc3c(c2)OCO3)s1` gave SRC1 TRFRET art 1779 and SRC3 TRFRET art 1537.
Screening CCCCC(=O)Nc1ccc(C(=O)N(CC)c2ccccc2C)cc1 returned SRC1 TRFRET art 1678 and SRC3 TRFRET art 1615.
`Cc1ccc(C2C=C(c3ccccc3)Nc3nc(N4C(=O)CCC4=O)nn32)cc1` (stereo not drawn) gave SRC1 TRFRET art 1760 and SRC3 TRFRET art 1424.
For COc1cccc(NC(=O)COC(=O)CNS(=O)(=O)c2c(F)cccc2F)c1 the results were SRC1 TRFRET art 1696 and SRC3 TRFRET art 1304.
`CN1CCN(C(=O)Nc2ccccc2CC[N+](=O)[O-])CC1` gave SRC1 TRFRET art 1636 and SRC3 TRFRET art 1480.
Screening CC(=O)c1ccc(N2CC(C)(C)C2=O)cc1 returned SRC1 TRFRET art 1804 and SRC3 TRFRET art 1638.
CC(C)n1nc(C(=O)OCC(=O)N2CC(=O)Nc3ccccc32)c2ccccc2c1=O was read as SRC1 TRFRET art 2120 and SRC3 TRFRET art 1595.
COC(=O)c1c(NC(=O)/C=C/C(=O)O)sc(C)c1-c1ccc(C(C)C)cc1 was read as SRC1 TRFRET art 1863 and SRC3 TRFRET art 1633.
`Cc1c(CN2CCC(CO)(Cc3cccc(C(F)(F)F)c3)CC2)c2ccccc2n1C` gave SRC1 TRFRET art 1885 and SRC3 TRFRET art 1463.
Screening O=C(COc1ccccc1Cl)NC(=S)Nc1ccc(CN2CCOCC2)cc1 returned SRC1 TRFRET art 1781 and SRC3 TRFRET art 1633.
Screening Cc1[nH]c2ccccc2c1/C=C/c1nc2ccccc2c(=O)n1-c1cccc([N+](=O)[O-])c1 returned SRC1 TRFRET art 1645 and SRC3 TRFRET art 1443.
For CCOC(=O)c1nc(-c2ccccc2)oc1N1CCOCC1 the results were SRC1 TRFRET art 1520 and SRC3 TRFRET art 1582.
For CCc1cc2ccc(OC)cc2nc1SCC(=O)NNC(C)=O the results were SRC1 TRFRET art 1987 and SRC3 TRFRET art 1730.
CCCCc1ccc(NC(=S)N2CCC(O)CC2)cc1 was read as SRC1 TRFRET art 1884 and SRC3 TRFRET art 1796.
For COC(=O)c1ccc(NC(=O)CSC2=NCCN2)cc1 the results were SRC1 TRFRET art 1770 and SRC3 TRFRET art 1605.
Screening CCN(CC)CCC/C(=N\O)C(O)(c1ccccc1)c1ccccc1 returned SRC1 TRFRET art 1712 and SRC3 TRFRET art 1599.
`Cc1ccccc1OCCNC(=O)/C=C/c1ccc([N+](=O)[O-])cc1` gave SRC1 TRFRET art 1808 and SRC3 TRFRET art 1482.
For Clc1ccccc1-c1nc(/C=N/N2CCOCC2)c2ccccn12 the results were SRC1 TRFRET art 1989 and SRC3 TRFRET art 1695.
`COc1ccc(OC)c(NC(=O)Cn2c(CCC(=O)O)ccc2-c2ccccc2)c1` gave SRC1 TRFRET art 1967 and SRC3 TRFRET art 1463.
CCOC(=O)C1=C(C)OC(N)=C(C#N)C1c1cccs1 (stereo not drawn) was read as SRC1 TRFRET art 1979 and SRC3 TRFRET art 1715.
Screening CCc1cccc(N(C(=O)c2csnn2)C(C(=O)NC(C)(C)C)c2ccccn2)c1 (stereo not drawn) returned SRC1 TRFRET art 1615 and SRC3 TRFRET art 1444.
`c1coc(-c2nc3nc4ccccc4nc3n2-c2ccc3c(c2)OCCO3)c1` gave SRC1 TRFRET art 1739 and SRC3 TRFRET art 1427.
Screening O=C(Nc1cccn(Cc2c(Cl)cccc2Cl)c1=O)C1CC1 returned SRC1 TRFRET art 1802 and SRC3 TRFRET art 1686.
`CCOC(=O)N1CCN(CC(O)COCc2ccc(OC)c(OC)c2)CC1` (stereo not drawn) gave SRC1 TRFRET art 1574 and SRC3 TRFRET art 1421.
CSCCC(NC(=O)c1ccc([N+](=O)[O-])cc1Cl)C(=O)OCC(=O)NC1CCCC(C)C1C (stereo not drawn) was read as SRC1 TRFRET art 1942 and SRC3 TRFRET art 1606.
For Cc1cc(-c2nn(-c3ccccc3F)cc2CN2CCCC(O)C2)c(C)s1 (stereo not drawn) the results were SRC1 TRFRET art 1489 and SRC3 TRFRET art 1334.
CCOc1ccc(OCC)c(NC(=O)CSc2nnc(Cn3cnc4ccccc43)n2C)c1 was read as SRC1 TRFRET art 1882 and SRC3 TRFRET art 1515.
Cn1c(=O)c2c(nc(N/N=C/c3cccs3)n2Cc2ccccc2)n(C)c1=O was read as SRC1 TRFRET art 1745 and SRC3 TRFRET art 1838.
CN1CC2([N+](=O)[O-])CC=C(OCCO)C([N+](=O)[O-])(C1)C2 (stereo not drawn) was read as SRC1 TRFRET art 1568 and SRC3 TRFRET art 1559.
`c1ccc(-c2nnc(CN3CCN(c4ccccc4)CC3)o2)cc1` gave SRC1 TRFRET art 1878 and SRC3 TRFRET art 1562.
For Cn1c(SCC(=O)NNC(=O)c2ccc(Cl)cc2)nnc1-c1cccnc1 the results were SRC1 TRFRET art 1648 and SRC3 TRFRET art 1530.
For Cc1ccc(C2=Nc3ccc(Br)cc3C(c3ccncc3)=NN2)cc1 the results were SRC1 TRFRET art 1691 and SRC3 TRFRET art 1817.
O=C(Nc1cccc(S(=O)(=O)N2CCCC2)c1)c1ccc2c(=O)n3c(nc2c1)CCCCC3 was read as SRC1 TRFRET art 1600 and SRC3 TRFRET art 1520.
For CN1CCN(c2nc3c(c(=O)[nH]c(=O)n3C)n2CCCSc2nnnn2-c2ccccc2)CC1 the results were SRC1 TRFRET art 1774 and SRC3 TRFRET art 1813.
CCC(=O)NC1OC(CO)C(O)C(O)C1O (stereo not drawn) was read as SRC1 TRFRET art 1918 and SRC3 TRFRET art 1565.
`CC(=O)N1CCc2cc(Br)cc(S(=O)(=O)CCC(=O)N3CCN(c4ccccn4)CC3)c21` gave SRC1 TRFRET art 1998 and SRC3 TRFRET art 1537.

Retrieved by structure from above:
`CCOC(=O)N1CCN(CC(O)COCc2ccc(OC)c(OC)c2)CC1` (stereo not drawn) gave SRC1 TRFRET art 1574 and SRC3 TRFRET art 1421.
CCOC(=O)C1=C(C)OC(N)=C(C#N)C1c1cccs1 (stereo not drawn) was read as SRC1 TRFRET art 1979 and SRC3 TRFRET art 1715.
`CC(=O)N1CCc2cc(Br)cc(S(=O)(=O)CCC(=O)N3CCN(c4ccccn4)CC3)c21` gave SRC1 TRFRET art 1998 and SRC3 TRFRET art 1537.
`COc1ccc(OC)c(NC(=O)Cn2c(CCC(=O)O)ccc2-c2ccccc2)c1` gave SRC1 TRFRET art 1967 and SRC3 TRFRET art 1463.
For CN1CCN(c2nc3c(c(=O)[nH]c(=O)n3C)n2CCCSc2nnnn2-c2ccccc2)CC1 the results were SRC1 TRFRET art 1774 and SRC3 TRFRET art 1813.
`c1ccc(-c2nnc(CN3CCN(c4ccccc4)CC3)o2)cc1` gave SRC1 TRFRET art 1878 and SRC3 TRFRET art 1562.
`Cc1ccccc1OCCNC(=O)/C=C/c1ccc([N+](=O)[O-])cc1` gave SRC1 TRFRET art 1808 and SRC3 TRFRET art 1482.

Next section.
Cc1cc(/C=C(\C#N)C(=O)Nc2ccccc2)c(C)n1-c1cccnc1 was read as SRC1 TRFRET art 1813 and SRC3 TRFRET art 1518.
COc1ccc(/C=N/NC(=O)c2cccc(NC(=O)c3ccccc3Cl)c2)cc1OC was read as SRC1 TRFRET art 1587 and SRC3 TRFRET art 1521.
`Cc1ccc(CN2C3CCCC2CC(NC(=O)c2ccc(C)cc2)C3)cc1` (stereo not drawn) gave SRC1 TRFRET art 2180 and SRC3 TRFRET art 1594.
For N#CCCn1nc(-c2ccc(Br)cc2)cc1Nc1ccccc1NC(=O)C(F)(F)F the results were SRC1 TRFRET art 1826 and SRC3 TRFRET art 1723.
CC(C)(C)NC(=S)NCc1ccco1 was read as SRC1 TRFRET art 1505 and SRC3 TRFRET art 1506.
Screening c1csc(CNc2ccc3c(c2)OCCO3)c1 returned SRC1 TRFRET art 1796 and SRC3 TRFRET art 1463.
Screening CCOP(C)(=O)C1(C(=O)OCc2ccccc2)CC1 (stereo not drawn) returned SRC1 TRFRET art 1687 and SRC3 TRFRET art 1482.
For Cc1ccc(NC(=S)Nc2ccc(F)cc2)c(C)c1 the results were SRC1 TRFRET art 1526 and SRC3 TRFRET art 1456.
For CCOC(=O)c1c(N2C(=O)Nc3ccccc3N2O)n[nH]c1-c1cccc(OC)c1 the results were SRC1 TRFRET art 1506 and SRC3 TRFRET art 1419.
CN(c1ccccc1C(=O)Nc1cccc([N+](=O)[O-])c1)S(C)(=O)=O was read as SRC1 TRFRET art 2025 and SRC3 TRFRET art 1419.
CCOc1ccc(C(=O)NCC(=O)OCc2c(F)cccc2Cl)cc1 was read as SRC1 TRFRET art 1824 and SRC3 TRFRET art 1676.
`CC(C1CC1)N(C(=O)c1ccccc1O)c1ccccc1` (stereo not drawn) gave SRC1 TRFRET art 1628 and SRC3 TRFRET art 1637.
Screening N#C/C(=C\c1cccnc1)C(=O)Nc1cccc2ccccc12 returned SRC1 TRFRET art 1819 and SRC3 TRFRET art 1428.
`O=S(=O)(NC1CCCCC1Nc1ccc(Cl)cc1)c1ccccc1` (stereo not drawn) gave SRC1 TRFRET art 1580 and SRC3 TRFRET art 1541.
Screening O=C1C2C3C=CC(CNS(=O)(=O)c4ccccc4[N+](=O)[O-])(O3)C2C(=O)N1c1ccccc1 (stereo not drawn) returned SRC1 TRFRET art 1897 and SRC3 TRFRET art 1611.
`CCc1ccc(Nc2nc(N)nc(CSc3nc4ccccc4s3)n2)cc1` gave SRC1 TRFRET art 1949 and SRC3 TRFRET art 1571.
`CCOc1c(Cl)cc(CNCC(O)c2ccccc2)cc1OC` (stereo not drawn) gave SRC1 TRFRET art 1728 and SRC3 TRFRET art 1398.
For COc1ccc(C(=O)NCc2nnc(SCC(=O)Nc3ccc4c(c3)OCO4)o2)cc1 the results were SRC1 TRFRET art 2044 and SRC3 TRFRET art 1661.
Screening CSc1sccc1/C=N/NC(=O)c1ccncc1 returned SRC1 TRFRET art 1857 and SRC3 TRFRET art 1337.
Screening O=C(COc1cccc2ccccc12)NNC(=O)CSCCO returned SRC1 TRFRET art 1841 and SRC3 TRFRET art 1614.

The list goes on (three carried over from the part before).
For COc1ccc(C(=O)NCc2nnc(SCC(=O)Nc3ccc4c(c3)OCO4)o2)cc1 the results were SRC1 TRFRET art 2044 and SRC3 TRFRET art 1661.
Screening CSc1sccc1/C=N/NC(=O)c1ccncc1 returned SRC1 TRFRET art 1857 and SRC3 TRFRET art 1337.
Screening O=C(COc1cccc2ccccc12)NNC(=O)CSCCO returned SRC1 TRFRET art 1841 and SRC3 TRFRET art 1614.
Screening COCCNc1c([N+](=O)[O-])c(=O)n(-c2ccccc2)c2ccccc12 returned SRC1 TRFRET art 1772 and SRC3 TRFRET art 1446.
For NC(=S)Cc1nc(-c2ccccc2)cs1 the results were SRC1 TRFRET art 1967 and SRC3 TRFRET art 1649.
For CN(C)S(=O)(=O)c1ccc(Cl)c(NC(=O)COC(=O)/C=C/c2ccc(S(=O)(=O)N3CCOCC3)cc2)c1 the results were SRC1 TRFRET art 1459 and SRC3 TRFRET art 1551.
Screening COc1ccccc1-c1nnc(SC)n1C returned SRC1 TRFRET art 1990 and SRC3 TRFRET art 1679.
`O=C1c2cccc3cccc(c23)C(=O)N1CC1CCN(S(=O)(=O)c2ccc(F)cc2)CC1` gave SRC1 TRFRET art 1831 and SRC3 TRFRET art 1655.
Cc1ccc(/C=N/NC(=O)c2cccc(S(=O)(=O)Nc3ccccc3Cl)c2)o1 was read as SRC1 TRFRET art 1883 and SRC3 TRFRET art 1511.
For COc1ccc(Nc2nc3cc(C)ccc3cc2C#N)c(OC)c1 the results were SRC1 TRFRET art 1726 and SRC3 TRFRET art 1544.
COc1ccccc1NC(=O)C(=N\O)/C(C)=N/O was read as SRC1 TRFRET art 1789 and SRC3 TRFRET art 1609.
C=CCn1c(=NC(=O)c2ccc(S(=O)(=O)N3CCc4ccccc4C3)cc2)sc2cc(S(N)(=O)=O)ccc21 was read as SRC1 TRFRET art 1767 and SRC3 TRFRET art 2012.
`O=C(NC(=S)N1CCN(Cc2ccccc2)CC1)c1ccccc1` gave SRC1 TRFRET art 1834 and SRC3 TRFRET art 1651.
For Cc1ccc(C2=NN(Cc3nnc(-c4ccccc4)o3)C(=O)SC2)cc1 the results were SRC1 TRFRET art 1656 and SRC3 TRFRET art 1720.
Screening Cc1cc(CNC(=O)CC2C(=O)NCCN2Cc2ccccc2C(F)(F)F)on1 (stereo not drawn) returned SRC1 TRFRET art 1731 and SRC3 TRFRET art 1718.
Screening O=C(Nc1cccc(S(=O)(=O)N2CCCCCC2)c1)c1ccc2c(c1)OCO2 returned SRC1 TRFRET art 1917 and SRC3 TRFRET art 1593.
`Cc1cc(C)cc(NC(=S)NCCCO)c1` gave SRC1 TRFRET art 1933 and SRC3 TRFRET art 1724.
CCOC(=O)c1cccc(NC(=O)c2cccnc2)c1 was read as SRC1 TRFRET art 1833 and SRC3 TRFRET art 1543.
`COc1ccc(C(=O)N/N=C/c2ccc(OC)c(OS(=O)(=O)c3ccccc3)c2)cc1` gave SRC1 TRFRET art 2108 and SRC3 TRFRET art 1684.
Screening O=[N+]([O-])c1cc(Br)c(O)c(/C=N/Nc2nc3ccccc3s2)c1 returned SRC1 TRFRET art 1549 and SRC3 TRFRET art 1532.
`O=C(CSc1nnc(CCc2ccccc2)n1-c1ccc(Cl)cc1)c1ccccc1` gave SRC1 TRFRET art 1974 and SRC3 TRFRET art 1441.
